Screening data: PubChem BioAssay, Broad Institute
SIRT5 inh = sirtuin-5 (human) deacylase inhibition; Q9NXA8; Purified SirT5, succinyl-peptide AMC, trypsin-coupled fluorescence; inhibition, % at 15 µM; actives 1.1% (n = 330,000); in the data active = inhibition above about 15%; inconclusive = no clear call, values can overlap the other calls
CASP6 VEID inh = inhibitors of human caspase-6. P55212. purified caspase-6, Z-VEID-R110 cleavage fluorescence. inhibition, % at 12.5 µM. actives 0.53% (n = 350,000);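 active = mean inhibition across replicates at least about 35%, with every replicate also reaching that limit, limit read from the data; inconclusive = only one of the two criteria met; inactive = neither criterion met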;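 also: 0% = median of neutral control wells and 100% = no fluorescence left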
miR-122 sensor = inhibitors of miR-122 in Huh7 cells | Huh7 miR-122 Renilla luciferase sensor, 48 h; neutral wells = 0, positive control = 100 | activation (reporter increase), % at 12.5 µM | actives 0.3% (n = 340,000) | AID 602342;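 active = mean replicate activation score at least 90 and every replicate individually at or above 90; inconclusive = only one of the two criteria met; inactive = neither criterion met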;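 also: higher luciferase means less miR-122 activity so hits act as miR-122 inhibitors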
F508del corr = CFTR F508del correction in bronchial cells | CFBE cells, YFP halide quenching; stimulated with forskolin plus potentiator P3; % fluorescence drop versus neutral controls | activity (quench increase), % at 7.58 µM | actives 0.36% (n = 350,000) | AID 720511;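 active = mean added fluorescence quench of at least 8% versus neutral control, with both replicates also reaching 8%; inconclusive = only one of the mean or replicate conditions met; inactive = mean below 8% and not both replicates reaching 8%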;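 also: cells transiently co-express mutant CFTR-F508del with the halide-sensitive YFP; corrector assay measuring rescue of mutant channel to the surface after 24 h compound exposure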
ERAP1 HTS inh = inhibitors of human ERAP1 aminopeptidase | inhibition, % at 10.7 µM | actives 0.15% (n = 340,000) | Q9NZ08 | recombinant ERAP1, Leu-AMC fluorescence, 60 min;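 active = mean replicate inhibition of at least 30%, or all replicates individually reaching that 30% level; inactive = mean below 30% and not every replicate reaching it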;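 also: 0% = neutral control wells and 100% = L-leucinethiol positive control wells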
Target sequence (Q9NZ08 whole entry, looked up): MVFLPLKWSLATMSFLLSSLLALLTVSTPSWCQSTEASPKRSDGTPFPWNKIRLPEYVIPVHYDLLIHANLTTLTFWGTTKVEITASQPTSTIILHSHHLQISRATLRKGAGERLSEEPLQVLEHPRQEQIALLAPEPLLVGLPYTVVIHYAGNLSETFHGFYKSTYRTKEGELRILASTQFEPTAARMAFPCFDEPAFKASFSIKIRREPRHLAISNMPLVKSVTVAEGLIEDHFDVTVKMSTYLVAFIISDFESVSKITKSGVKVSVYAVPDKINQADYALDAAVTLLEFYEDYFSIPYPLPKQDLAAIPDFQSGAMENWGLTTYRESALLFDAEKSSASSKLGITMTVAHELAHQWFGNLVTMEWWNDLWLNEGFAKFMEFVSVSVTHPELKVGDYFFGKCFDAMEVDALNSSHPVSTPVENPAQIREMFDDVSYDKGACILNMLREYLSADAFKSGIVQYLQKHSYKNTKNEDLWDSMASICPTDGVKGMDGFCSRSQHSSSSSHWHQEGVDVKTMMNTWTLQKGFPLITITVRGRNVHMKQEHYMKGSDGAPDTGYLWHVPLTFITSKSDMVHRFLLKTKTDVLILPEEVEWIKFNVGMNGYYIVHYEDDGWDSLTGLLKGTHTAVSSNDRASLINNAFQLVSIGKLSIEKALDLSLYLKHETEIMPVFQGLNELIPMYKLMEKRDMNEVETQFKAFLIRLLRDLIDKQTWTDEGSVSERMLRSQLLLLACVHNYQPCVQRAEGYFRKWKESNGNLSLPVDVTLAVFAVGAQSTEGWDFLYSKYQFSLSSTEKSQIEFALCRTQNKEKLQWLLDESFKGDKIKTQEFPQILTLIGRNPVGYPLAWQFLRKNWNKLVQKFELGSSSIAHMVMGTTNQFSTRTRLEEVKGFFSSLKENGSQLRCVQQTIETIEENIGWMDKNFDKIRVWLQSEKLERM
DENV2 CPE rescue = inhibitors of DENV2 cytopathic effect; AID 651640; actives 1.7% (n = 350,000); DENV2-infected cells, cytopathic effect rescue, plate reader; CPE inhibition, % at 9.99 µM; in the data active = CPE inhibition above about 20%, passing the limit was not always enough; inconclusive = no clear call, values can overlap the other calls; tested in BHK-21 cells;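 also: 0% = median of neutral control wells and 100% = median of positive control wells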
ERp5 block = blocks human ERp5 reductase activity on insulin. inhibition, % at 9.99 µM. ERp5 insulin aggregation, absorbance 650 nm, 90 min. actives 0.05% (n = 350,000). Q15084. AID 651711;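 active = mean replicate inhibition above about 25%, with every replicate also reaching it, limit read from the data, passing the limit was not always enough; inconclusive = only one of those two criteria met; inactive = neither criterion met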
Active calls of the source: *; & = joins results of further samples; [ ] = dose if it differs, or a comment.

How did CCCCCCC12Cc3cc(OC)c(OC)cc3C(O1)c1c(cc(C)oc1=O)O2 (stereo not given) do in these assays?
CASP6 VEID inh: 0; F508del corr: 1.2; ERAP1 HTS inh: -4; DENV2 CPE rescue: -12; ERp5 block: -1

What do the screens show for `COCCCn1c(=S)[nH]c2c(sc3ccccc32)c1=O`?
SIRT5 inh: -1; CASP6 VEID inh: 1; F508del corr: -2.3; ERAP1 HTS inh: 0; DENV2 CPE rescue: 1; ERp5 block: -1

Results for Cc1onc(-c2c(Cl)cccc2Cl)c1COC(=O)c1ccc([N+](=O)[O-])cc1 ?
SIRT5 inh: -3; CASP6 VEID inh: -1; miR-122 sensor: 4; F508del corr: -1.0; ERAP1 HTS inh: 5; DENV2 CPE rescue: -5; ERp5 block: 2

Results for COC(=O)[C@]1(CC(C)C)NC=C(C(=O)c2ccccc2)[C@@H]1c1cccc(C(F)(F)F)c1 ?
CASP6 VEID inh: 0; F508del corr: -1.6; ERAP1 HTS inh: -1; DENV2 CPE rescue: 10; ERp5 block: -3

Results for COc1cccc(N2CCN(C(=O)C3CCCN(S(=O)(=O)c4cnc[nH]4)C3)CC2)c1 (stereo not given) ?
CASP6 VEID inh: -1; miR-122 sensor: -1; F508del corr: 0.8; DENV2 CPE rescue: -5; ERp5 block: -2

Results for O=[N+]([O-])c1cc(NCCO)c(N2CCCCCC2)c2nonc12 ?
SIRT5 inh: 3; CASP6 VEID inh: -3; miR-122 sensor: -4; F508del corr: -1.5; ERAP1 HTS inh: 4; DENV2 CPE rescue: -1; ERp5 block: 2

What do the screens show for `CCN(CC)CCNC(=O)c1cc2c(-c3ccc(Cl)cc3)nn(C)c2s1`?
CASP6 VEID inh: -14; miR-122 sensor: 7; F508del corr: 0.4; DENV2 CPE rescue: 0; ERp5 block: 1

What do the screens show for `CC(C)C1=NN(C(=O)c2cccnc2)C(O)(C(F)(F)F)C1` (stereo not given)?
SIRT5 inh: -4; CASP6 VEID inh: -3; miR-122 sensor: 1; F508del corr: 2.3; ERAP1 HTS inh: -3; DENV2 CPE rescue: 7; ERp5 block: -9

How did N#Cc1c(Cl)nc2c(c1C#N)CCCC2 do in these assays?
SIRT5 inh: 0; CASP6 VEID inh: 0; F508del corr: -2.1; DENV2 CPE rescue: -2; ERp5 block: -2

How did COc1ccc(NS(=O)(=O)c2cccc(C(=O)OCC(=O)c3c(N)n(C)c(=O)n(C)c3=O)c2)cc1 do in these assays?
SIRT5 inh: -3; CASP6 VEID inh: 4; F508del corr: 2.5; ERAP1 HTS inh: 4; DENV2 CPE rescue: -2; ERp5 block: -2

Results for C[C@@H]1CN([C@H](C)CO)C(=O)c2cccc(NS(=O)(=O)c3ccc(Cl)cc3)c2O[C@@H]1CN(C)Cc1ccc(Cl)c(Cl)c1 ?
SIRT5 inh: 9; miR-122 sensor: -2[16.7 µM]; F508del corr: -1.8; ERAP1 HTS inh: -3; DENV2 CPE rescue: 1; ERp5 block: 13

Results for CC(C)(C)C(=O)Nc1nnc(SCC(=O)Nc2nccs2)s1 ?
SIRT5 inh: -1; CASP6 VEID inh: -2; miR-122 sensor: -3; F508del corr: -1.0; ERAP1 HTS inh: 1; DENV2 CPE rescue: 5; ERp5 block: -2

How did O=C(CC1CC1)N1CC2(C1)[C@H](c1ccccc1)[C@@H](CO)N2Cc1ccccc1 do in these assays?
SIRT5 inh: 0; CASP6 VEID inh: 2; F508del corr: 2.2; ERAP1 HTS inh: 0; DENV2 CPE rescue: 2; ERp5 block: -1

Results for CC(=O)N1CCN(c2ccc(NC(=O)c3ccc(N4CCCC4)c([N+](=O)[O-])c3)cc2Cl)CC1 ?
SIRT5 inh: 4; CASP6 VEID inh: 1; F508del corr: -5.3; ERAP1 HTS inh: 2; DENV2 CPE rescue: -4; ERp5 block: -1

Results for COCC(=O)n1nc(-c2ccccc2)nc1NCc1ccc(N(C)C)cc1 ?
SIRT5 inh: -5; CASP6 VEID inh: 2; miR-122 sensor: -3; F508del corr: -1.7; ERAP1 HTS inh: 2; DENV2 CPE rescue: -1; ERp5 block: -3

How did Cc1cc(CNCCN(C)C)c(C)n1-c1cc(S(=O)(=O)N2CCOCC2)ccc1N1CCCC1 do in these assays?
SIRT5 inh: -1; CASP6 VEID inh: -102; miR-122 sensor: -17; F508del corr: 0.5; ERAP1 HTS inh: -1; DENV2 CPE rescue: 0; ERp5 block: 2

What do the screens show for `C[C@@H]1CN([C@@H](C)CO)C(=O)c2cc(NC(=O)CCCN(C)C)ccc2O[C@@H](C)CCCCO[C@@H]1CN(C)Cc1ccc(C(F)(F)F)cc1`?
SIRT5 inh: 3; CASP6 VEID inh: 3; miR-122 sensor: 21[16.7 µM]; F508del corr: 1.8; ERAP1 HTS inh: -2; DENV2 CPE rescue: 1; ERp5 block: -2

What do the screens show for `Cc1cccc(C(=O)N[C@@H](C)C(=O)N2CCN(c3ncccn3)CC2)c1`?
SIRT5 inh: -2; CASP6 VEID inh: -2; F508del corr: -1.8; ERAP1 HTS inh: -1; DENV2 CPE rescue: -8; ERp5 block: 7

How did Cc1ccc(S(=O)(=O)N2CCN(CCOc3c(Cl)cccc3Cl)CC2)cc1C do in these assays?
SIRT5 inh: -2; CASP6 VEID inh: -5; F508del corr: 4.6; ERAP1 HTS inh: -1; DENV2 CPE rescue: inconclusive; ERp5 block: -6

What do the screens show for `CCOc1cc(/C=C/C(=O)OCC(=O)NC2CCS(=O)(=O)C2)ccc1OCc1ccccc1` (stereo not given)?
CASP6 VEID inh: 0; F508del corr: -3.5; ERAP1 HTS inh: -1; DENV2 CPE rescue: -6; ERp5 block: -4

What do the screens show for `O=C(c1cc2cc([N+](=O)[O-])ccc2s1)N1CCCCC1`?
SIRT5 inh: -21; CASP6 VEID inh: -2; F508del corr: 3.3; ERAP1 HTS inh: 2; DENV2 CPE rescue: -1; ERp5 block: 2

How did CC(C)CNC(=O)CC(=O)N/N=C/c1ccc(F)cc1 do in these assays?
SIRT5 inh: -4; CASP6 VEID inh: -3; miR-122 sensor: -3; F508del corr: -1.2; ERAP1 HTS inh: -3; ERp5 block: 1

Results for COC[C@@H]1CCCN1[C@H]1CS(=O)(=O)N[C@@H]1COCc1ccccc1 ?
CASP6 VEID inh: 1; miR-122 sensor: -6; F508del corr: 0.0; DENV2 CPE rescue: inconclusive; ERp5 block: 1

Results for O=C(O)CN1C(=O)/C(=C\c2cc(Br)ccc2OCc2ccc(F)cc2)SC1=S ?
SIRT5 inh: -1; CASP6 VEID inh: 39*; F508del corr: 3.7; ERAP1 HTS inh: 1; DENV2 CPE rescue: 4; ERp5 block: 2

How did COc1cc(NC(=O)c2cccc(Br)c2)nc(OC)n1 do in these assays?
SIRT5 inh: 1; CASP6 VEID inh: 0; miR-122 sensor: -1; F508del corr: -0.5; ERAP1 HTS inh: -2; DENV2 CPE rescue: 6; ERp5 block: -4

What do the screens show for `Cc1ccc([C@@H]2C[C@H]3[C@@H](CN2S(=O)(=O)c2ccc(Cl)cc2)C(=O)C[C@@H](c2ccc(C)cc2)N3S(=O)(=O)c2ccc(Cl)cc2)cc1`?
SIRT5 inh: -1; CASP6 VEID inh: 1; miR-122 sensor: -5; F508del corr: -3.3; ERAP1 HTS inh: -4; DENV2 CPE rescue: 4; ERp5 block: 5

What do the screens show for `CCOC(=O)C1CCCN(C(=O)CSc2nc(C)cc(C)n2)C1` (stereo not given)?
SIRT5 inh: 1; CASP6 VEID inh: 1; miR-122 sensor: -8; F508del corr: -0.7; ERAP1 HTS inh: 0; DENV2 CPE rescue: -5; ERp5 block: 0

How did COc1ccc(CNC(=O)C[C@H]2C[C@@H]3c4cc(NC(=O)C5CCC5)ccc4O[C@@H]3[C@H](CO)O2)cc1 do in these assays?
SIRT5 inh: -3; CASP6 VEID inh: -1; miR-122 sensor: 11[16.7 µM]; F508del corr: -4.0; ERAP1 HTS inh: 2; DENV2 CPE rescue: -5; ERp5 block: -10

Results for COc1ccccc1CN1CCCC(CN(CCN(C)C)C(=O)c2ccc(C)cc2)C1 (stereo not given) ?
SIRT5 inh: -2; CASP6 VEID inh: -33; miR-122 sensor: -1; F508del corr: -0.1; ERAP1 HTS inh: -4; DENV2 CPE rescue: 3; ERp5 block: 1

Results for Cc1ccc(S(=O)(=O)Nc2ccc3c(c2)C(=O)N([C@H](C)CO)C[C@H](C)[C@H](CN(C)C(=O)Nc2ccccc2)OCCCC[C@@H](C)O3)cc1 ?
SIRT5 inh: 0; CASP6 VEID inh: 0; miR-122 sensor: -1[16.7 µM]; F508del corr: 3.2; ERAP1 HTS inh: 1; DENV2 CPE rescue: -8; ERp5 block: -5

What do the screens show for `C[C@@H]1CCCCO[C@@H](CN(C)C(=O)NC2CCCCC2)[C@H](C)CN([C@H](C)CO)C(=O)c2cc(NC(=O)C3CCCCC3)ccc2O1`?
SIRT5 inh: 13; CASP6 VEID inh: 0; miR-122 sensor: -16[16.7 µM]; F508del corr: 0.1; ERAP1 HTS inh: 0; DENV2 CPE rescue: -6; ERp5 block: -17

Results for Cc1ccc(S(=O)(=O)Nc2ccc3c(c2)C(=O)N([C@H](C)CO)C[C@H](C)[C@H](CN(C)C(=O)c2ccccc2)OCCCC[C@H](C)O3)cc1 ?
SIRT5 inh: 2; CASP6 VEID inh: 0; miR-122 sensor: -7[16.7 µM]; F508del corr: 2.6; ERAP1 HTS inh: -2; DENV2 CPE rescue: -3; ERp5 block: -3

What do the screens show for `Cc1ccc(S(=O)(=O)N2CCOC2CNC(=O)C(=O)NCc2ccc(Cl)cc2)cc1` (stereo not given)?
SIRT5 inh: 0; CASP6 VEID inh: 0; miR-122 sensor: -6; F508del corr: -0.2; ERAP1 HTS inh: -1; DENV2 CPE rescue: -2; ERp5 block: 1

How did Cc1ccc(CN2CC(=O)N3[C@H]4c5cc(Cl)ccc5OC[C@@H]4[C@H](c4ccccc4)[C@]3(C)C2=O)cc1 do in these assays?
SIRT5 inh: -1; CASP6 VEID inh: -2; miR-122 sensor: -3; F508del corr: 0.8; ERAP1 HTS inh: 1; DENV2 CPE rescue: -3; ERp5 block: 2

What do the screens show for `COc1ccc(NS(=O)(=O)c2cc(C(=O)N(C)CCc3ccccn3)ccc2Cl)cc1`?
SIRT5 inh: -4; CASP6 VEID inh: -1; miR-122 sensor: 20; F508del corr: 0.7; ERAP1 HTS inh: -1; DENV2 CPE rescue: 1; ERp5 block: 2

How did CC(=O)Nc1cccc(NC(=O)c2ccccc2Cl)c1 do in these assays?
SIRT5 inh: 1; CASP6 VEID inh: -6; miR-122 sensor: -5; F508del corr: 1.6&-1.4; ERAP1 HTS inh: -1; DENV2 CPE rescue: -9; ERp5 block: -1

How did COc1cccc(NC(=O)N(C)C[C@H]2Oc3ncc(C#Cc4cccnc4)cc3C(=O)N([C@@H](C)CO)C[C@@H]2C)c1 do in these assays?
SIRT5 inh: 3; CASP6 VEID inh: 0; miR-122 sensor: -2[16.7 µM]; F508del corr: 1.0; ERAP1 HTS inh: -2; DENV2 CPE rescue: -1; ERp5 block: -2

What do the screens show for `O=C(C[C@@H]1CC[C@H](NC(=O)Nc2ccccc2)[C@H](CO)O1)NCc1cccc(F)c1`?
SIRT5 inh: 1; CASP6 VEID inh: -1; F508del corr: -0.5; ERAP1 HTS inh: 1; DENV2 CPE rescue: -3; ERp5 block: -4

What do the screens show for `CCC(=O)N1C[C@H](C)[C@@H](OC)CN(C)C(=O)c2cc(NC(=O)c3ccccc3)ccc2OC[C@H]1C`?
SIRT5 inh: -3; miR-122 sensor: 0[16.7 µM]; F508del corr: 2.3; ERAP1 HTS inh: -4; DENV2 CPE rescue: 14; ERp5 block: -1

2 compounds picked at random from the list so far:
What do the screens show for `C[C@@H]1CCCCO[C@@H](CN(C)C(=O)NC2CCCCC2)[C@H](C)CN([C@H](C)CO)C(=O)c2cc(NC(=O)C3CCCCC3)ccc2O1`?
SIRT5 inh: 13; CASP6 VEID inh: 0; miR-122 sensor: -16[16.7 µM]; F508del corr: 0.1; ERAP1 HTS inh: 0; DENV2 CPE rescue: -6; ERp5 block: -17

How did Cc1ccc(CN2CC(=O)N3[C@H]4c5cc(Cl)ccc5OC[C@@H]4[C@H](c4ccccc4)[C@]3(C)C2=O)cc1 do in these assays?
SIRT5 inh: -1; CASP6 VEID inh: -2; miR-122 sensor: -3; F508del corr: 0.8; ERAP1 HTS inh: 1; DENV2 CPE rescue: -3; ERp5 block: 2
